Compound activity from PubChem.
HT1080NT lethal = qHTS for induction of synthetic lethality in tumor cells producing 2HG: qHTS for the HT-1080-NT fibrosarcoma cell line; HT-1080-NT fibrosarcoma viability, CellTiter-Glo ATP luminescence, 48 h; Potency, µM (titrated, usually from 46.1 µM), inactives show at the highest dose activity, negative = less viability, usual class: cytotoxic; 1.6% of 360,000 active;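 note: NT is the 2HG producing partner of a matched IDH1 knockdown line; potency is the fitted concentration of half-maximal effect; 0% = DMSO-treated cells and -100% = media-only wells without cells; nearly all actives have a fitted effect of over 55% in size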
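Luminescent CellTiter-Glo readout after 48 hours of compound exposure at 37 degrees C defined viability of HT-1080-NT cells. Activity was normalized to DMSO wells and cell-free media wells; concentration-response curves were fitted and assigned curve classes.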
ATXN2 expr inh = Primary qHTS for Inhibitors of ATXN expression; 0.72% of 360,000 active; HEK-293 ATXN2-luciferase reporter, luminescence, 24 h; Potency, µM (doses to about 57 µM), for inactives: at the top dose activity change, negative = inhibition, hits mostly inhibitors; note: potency is the fitted concentration of half-maximal effect; % is set by controls: 0 for no effect and ±100 for the full control effect; nearly all actives have a fitted effect of over 55% in size
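qHTS (up to 57 uM final) was run with 24 h compound exposure of reporter cells at 37 °C. Each well was multiplexed: SteadyGlo luminescence measured ATXN2-luciferase expression after a fluorogenic Gly-Phe-AFC viability readout (25 uM final).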
HT1080 IDH1KD tx = qHTS for induction of synthetic lethality in tumor cells producing 2HG: qHTS for the HT-1080-IDH1KD cell line; HT-1080 IDH1 knockdown viability, ATP luminescence, 48 h; Potency, µM (highest dose often 46.1 µM), for inactives: at the highest dose activity, negative = toxicity, most hits filed as cytotoxic; 2% of 360,000 active; AID 686971, 2013;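 note: potency is the fitted concentration of half-maximal effect; 0% = DMSO wells and -100% = cell-free medium wells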
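Assay cells: HT-1080 with IDH1 knockdown, 750 per well, RPMI/5% FBS. Exposure: 48 h at 37 °C following 2 h pre-incubation. Read: CellTiter-Glo luminescence; fitted concentration-response, curve class assigned.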
SW480 rerep = A quantitative high throughput screen for small molecules that induce DNA re-replication in SW480 colon adenocarcinoma cells. SW480 DNA re-replication, Hoechst DNA content imaging, 48 h. Potency, µM (titrated, usually from 46.1 µM), for inactives: at the highest dose re-replication activation, most hits filed as activators. 1.8% of 340,000 active; note: potency is the fitted concentration of half-maximal effect; % of control where 0% means no effect; nearly all actives have a fitted effect of over 55% in size
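Readout is total intensity of Hoechst-stained nuclei, excited at 405 nm and collected at 500-530 nm. Compound treatment lasted 48 hr at 37 C in 5% CO2 before staining.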
MCF10A rerep = A quantitative high throughput screen for small molecules that induce DNA re-replication in MCF 10a normal breast cells. MCF 10A DNA re-replication, Hoechst nuclear intensity, 48 h. Potency, µM (titrated, usually from 46.1 µM), without a hit: at the top dose activity, positive = re-replication, hits mostly activators. 2.9% of 350,000 active; note: potency is the fitted concentration of half-maximal effect; % of control where 0% means no effect; nearly all actives have a fitted effect of over 50% in size
WRN inhibitor = qHTS for Inhibitors of WRN Helicase; Bifunctional 3'-5' exonuclease/ATP-dependent helicase WRN (Homo sapiens), Q14191; WRN helicase unwinding, fluorescent forked duplex, kinetic; Potency, µM (titrated, usually from 114 µM), for inactives: at the highest dose activity change, negative = inhibition, actives largely listed as inhibitors; 0.46% of 360,000 active; note: potency is the fitted concentration of half-maximal effect; % is set by controls: 0 for no effect and ±100 for the full control effect; nearly all actives have a fitted effect of over 55% in size
Target sequence (Q14191 whole entry, looked up): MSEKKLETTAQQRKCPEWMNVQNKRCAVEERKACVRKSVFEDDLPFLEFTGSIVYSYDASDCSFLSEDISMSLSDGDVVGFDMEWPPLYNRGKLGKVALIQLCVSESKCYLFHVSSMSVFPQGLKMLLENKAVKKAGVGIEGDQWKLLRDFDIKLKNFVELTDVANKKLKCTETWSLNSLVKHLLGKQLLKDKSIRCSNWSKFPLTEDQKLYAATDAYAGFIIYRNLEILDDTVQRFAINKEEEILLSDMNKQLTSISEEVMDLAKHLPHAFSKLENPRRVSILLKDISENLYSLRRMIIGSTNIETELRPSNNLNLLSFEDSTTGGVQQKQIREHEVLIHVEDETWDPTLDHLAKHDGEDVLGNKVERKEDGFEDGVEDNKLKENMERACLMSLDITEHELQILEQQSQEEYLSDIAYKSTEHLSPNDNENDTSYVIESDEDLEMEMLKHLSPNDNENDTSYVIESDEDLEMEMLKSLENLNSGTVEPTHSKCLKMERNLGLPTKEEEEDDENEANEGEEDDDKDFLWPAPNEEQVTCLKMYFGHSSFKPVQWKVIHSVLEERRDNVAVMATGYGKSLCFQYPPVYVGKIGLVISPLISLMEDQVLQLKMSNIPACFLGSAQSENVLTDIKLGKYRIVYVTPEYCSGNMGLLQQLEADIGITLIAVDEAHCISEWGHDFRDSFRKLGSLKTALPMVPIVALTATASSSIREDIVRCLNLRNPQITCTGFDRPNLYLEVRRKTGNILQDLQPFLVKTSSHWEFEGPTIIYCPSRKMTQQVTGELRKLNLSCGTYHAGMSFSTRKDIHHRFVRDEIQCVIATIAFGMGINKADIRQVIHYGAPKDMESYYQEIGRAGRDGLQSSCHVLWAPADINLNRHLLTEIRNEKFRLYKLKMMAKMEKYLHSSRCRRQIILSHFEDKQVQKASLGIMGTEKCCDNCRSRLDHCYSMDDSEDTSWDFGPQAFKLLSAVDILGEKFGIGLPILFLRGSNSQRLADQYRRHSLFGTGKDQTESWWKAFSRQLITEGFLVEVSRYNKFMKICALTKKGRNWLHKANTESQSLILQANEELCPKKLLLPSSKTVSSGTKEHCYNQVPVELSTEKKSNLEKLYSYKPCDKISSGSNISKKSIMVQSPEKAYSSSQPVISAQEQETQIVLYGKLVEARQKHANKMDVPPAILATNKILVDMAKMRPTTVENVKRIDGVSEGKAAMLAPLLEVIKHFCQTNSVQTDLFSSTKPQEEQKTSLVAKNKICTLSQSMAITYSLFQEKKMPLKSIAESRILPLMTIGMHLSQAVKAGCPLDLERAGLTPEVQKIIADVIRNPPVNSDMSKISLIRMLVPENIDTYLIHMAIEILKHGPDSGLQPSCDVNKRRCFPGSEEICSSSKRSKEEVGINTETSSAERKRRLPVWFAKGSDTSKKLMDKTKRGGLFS
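Enzyme (20 nM final) and test compound sit together 15 min at room temperature before substrate addition. Substrate is a single-forked duplex oligonucleotide (100 nM) labelled with fluorophore and quencher, with 2 mM ATP; helicase unwinding raises red fluorescence, read kinetically.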
KB-V1 cytotox = qHTS assay for MDR1-selective chemotherapeutics: Primary screen using the drug-selected MDR subline cells KB-V1; 3.4% of 400,000 active; KB-V1 MDR cells viability, CellTiter-Glo, 72 h; Potency, µM (series often up to 46.1 µM), without a hit: at the top dose activity change, negative = cytotoxicity, most hits filed as cytotoxic; AID 1347076, 2019; note: potency is the fitted concentration of half-maximal effect; % is set by controls: 0 for no effect and ±100 for the full control effect; nearly all actives have a fitted effect of over 60% in size
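KB-V1 cells (P-gp-expressing MDR subline of KB-3-1) in phenol-red-free DMEM with 10% FBS were exposed to library compounds over a concentration series for 72 h at 37 degrees C. Viability read by CellTiter-Glo luminescence; concentration-effect curves fitted after normalization.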
KB-3-1 tox = qHTS assay for MDR1-selective chemotherapeutics: Primary screen using the parental adenocarcinoma cell KB-3-1 | 1.4% of 400,000 active | Potency, µM (highest dose often 46.1 µM), without a hit: at the highest dose activity change, negative = cytotoxic, most hits filed as cytotoxic | KB-3-1 viability, CellTiter-Glo ATP luminescence, 72 h; note: potency is the fitted concentration of half-maximal effect; % is set by controls: 0 for no effect and ±100 for the full control effect; nearly all actives have a fitted effect of over 60% in size
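Here the drug-naive KB-3-1 line serves as comparator for MDR sub-line selectivity; cells received compound titrations, 72 h at 37 °C, then CellTiter-Glo readout.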
IL1B secr inh = qHTS for Inhibitors of Inflammasome Signaling: IL-1-beta AlphaLISA Primary Screen; THP-1 LPS/ATP IL-1B secretion, AlphaLISA, 16 h; hits give low values; 4.7% of 360,000 active; activity change, % at 57.5 µM; in the data active = activity change below about -50%; inconclusive = mostly about -30% to -49%; note: % is set by controls: 0 for no effect and ±100 for the full control effect
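Secreted IL-1B measured by AlphaLISA bead assay after 16 h compound exposure of THP-1 cells; compounds (final up to 57.5 uM) added 1 h before LPS (250 ng/mL) and ATP (1.25 mM) stimulation; lower signal means less secretion.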
* hit, by the source's call; i = inactive; ? = inconclusive; nt = not tested or not shown; [ ] = remark or other dose. Unless noted, calls come from the whole dose curve; as a rule, active = well fitted curve in the direction sought with a large enough effect; inconclusive = small, poorly fitted or top-dose-only effect, or another doubt; inactive = no such curve, though single readings can be large; an effect the other way counts as inactive or inconclusive. An unsorted share of the library; any-hit rate near 12%.

SMILES	HT1080NT lethal	ATXN2 expr inh	HT1080 IDH1KD tx	SW480 rerep	MCF10A rerep	WRN inhibitor	KB-V1 cytotox	KB-3-1 tox	IL1B secr inh
N=c1c(C(=O)NCC2CCCO2)cc2c(=O)n3ccccc3nc2n1Cc1ccc(Cl)cc1 (stereo unspecified)	-5%	nt	7%	0.58µM*	?	0%	-10%	?	-12
CCOc1ccc(N2C(=O)/C(=C/c3ccco3)N(C)C2=S)cc1	-12%	-29%	-17%	nt	2%	-24%	-5%	15%	8
Cc1ccc(NC(=O)c2cccc(C(=O)Nc3ccc(C)c(C)c3)n2)cc1C	0%	-18%	7%	-12%	5%	-31%	0%	?	i
CC#CCN(Cc1ccco1)C(=O)C1CCC(=O)N(CCc2cccc(F)c2)C1 (stereo unspecified)	13%	nt	7%	nt	nt	-4%	-9%	0%	-2
COc1ccc(/C=N\NC(=O)c2ccccc2OC)cc1COc1ccccc1C	-8%	8%	-1%	2%	12%	-2%	12%	4%	-19
O=C(CSc1ncc(-c2ccc(F)cc2)[nH]1)NCc1ccco1	2%	2%	-6%	-5%	?	-8%	?	-3%	-10
O=C1c2ccccc2C(=O)c2c1ccc1c(=O)n(C3CCCCC3)[nH]c21	-17%	?	-14%	?	?	16%	10µM*	?	-11
Cc1cc(OCC(=O)Nc2ccc(CN3CCOCC3)cc2)ccc1Cl	-3%	-16%	-9%	4%	29%	?	nt	nt	-51*
O=C(Nc1ccc(F)cc1F)N1CCN(c2ncccn2)CC1	14%	0%	13%	1%	3%	6%	-1%	-1%	-27
CN(Cc1ccc(F)cc1)C(=O)CNC(=O)c1cccs1	15%	25%	8%	-10%	-15%	0%	0%	11%	-1
Cc1cc(NC(=O)c2ccc(Cl)cc2)c(C)cc1O	0%	41%[activator]	6%	-16%	-18%	4%	27%	14%	10
COc1ccccc1NC(=O)C1CCCCC1	5%	2%	-1%	-15%	1%	3%	16%	1%	9
COc1ccc(C(=O)OCCNC(=O)c2c(Cl)nc3ccccn23)cc1	-14%	-7%	-16%	-8%	3%	2%	-31%	8%	-12
COCCN(C(=O)c1ccco1)C(C(=O)NC1CCCC1)c1cccs1 (stereo unspecified)	-14%	-6%	2%	-11%	5%	-8%	-13%	0%	16
O=C(COC(=O)/C=C/c1ccc(C(F)(F)F)cc1)NC1CCCC1	-2%	7%	0%	-10%	-14%	1%	44%	14%	-16
CCS(=O)(=O)c1ccc(O)c(NC(=O)COc2ccc(OC)cc2)c1	16%	-5%	?	-2%	-1%	-5%	-26%	10%	0
N#Cc1ccc(OCC(=O)Nc2ccc(N3CCCC3)cc2)cc1	0%	nt	0%	-5%	-4%	-5%	7%	0%	-5
CC1CCC(NC(=O)C2CCC(CNS(=O)(=O)c3cccc4cccnc34)CC2)CC1 (stereo unspecified)	-3%	-13%	-8%	-2%	23%	-5%	-3%	0%	37
COc1ccccc1NC(=O)c1ccc(NC(=O)COC(=O)C(C)C)cc1	-10%	17%	8%	-2%	-2%	1%	16%	2%	3
CCOc1cc(C)c(S(=O)(=O)NC2CCCCC2)cc1C	-15%	4%	-6%[9.24 µM]	-1%	-2%	-2%	?	?	-2

Individual results from above.
KB-V1 cytotox with N#Cc1ccc(OCC(=O)Nc2ccc(N3CCCC3)cc2)cc1 → 7%
KB-V1 cytotox with CC#CCN(Cc1ccco1)C(=O)C1CCC(=O)N(CCc2cccc(F)c2)C1 (stereo unspecified) → -9%
IL1B secr inh with CCS(=O)(=O)c1ccc(O)c(NC(=O)COc2ccc(OC)cc2)c1 → 0

Next structures follow.
SMILES	HT1080NT lethal	ATXN2 expr inh	HT1080 IDH1KD tx	SW480 rerep	MCF10A rerep	WRN inhibitor	KB-V1 cytotox	KB-3-1 tox	IL1B secr inh
C/C(=N\NC(=O)COc1ccc(C)cc1C(C)C)c1ccc(-n2ccnc2)cc1	-3%	2%	-8%	1%	?	-9%	?	-10%	-17
CCOc1ccc(C(=O)C2CCN(C(=O)c3ccc([N+](=O)[O-])cc3)CC2)cc1	-16%	nt	-15%	-18%	-3%	-2%	?	?	-3
c1ccc(CN2CCC3CC2c2c3cccc2N2CCOCC2)cc1 (stereo unspecified)	0%	10%	10%	nt	nt	2%	19%	0%	28
COc1ccc(CCCN2CCC(CN3CCNC(=O)C3=O)CC2)cc1OC	10%	1%	8%	11%	-43%[inhibitor]	2%	0%	11%	-1
O=C1NC[C@H](Cc2ccccc2)N(CC2CCN(CCc3ccccc3)CC2)C1=O	0%	-2%	3%	-50%[inhibitor]	12%	8%	-17%	-9%	-9
CC(/C=C/c1ccccc1)=N\NC(=O)c1ccc(Br)cc1	-17%	-34%	-13%	-3%	7%[9.22 µM]	-3%	?	-8%	-4
CCOC(=O)CSc1nc2c(c(=O)[nH]c(=O)n2C)n1C/C=C(/C)Cl	-1%	-11%	-3%	-1%	1%	7%	6%	14%	6
COCCNC(=O)Nc1ccc2nc(C)sc2c1	0%	-32%	2%	-2%	-2%	3%	20%	2%	-10
COC(=O)C[C@@H]1C[C@H]2c3cc(NC(=O)CC4CC4)ccc3O[C@H]2[C@@H](CO)O1	15%	5%	10%	nt	nt	-1%	?	28%	20
CCOc1ccc(N=C2NC(=O)S/C2=C\c2ccc(O)cc2)cc1	2%	7%	-6%	5%	1%	-6%	8%	-2%	-22
Cc1c(Cl)cccc1NC(=O)CSc1nc(=O)n(CCCN2CCOCC2)c2c1CCCC2	-3%	nt	2%	nt	nt	-6%	-8%	-1%	?
COc1cc2c(cc1OC)CN(c1nc(CN3CCOCC3)nc3sc4c(c13)CCCC4)CC2	-12%	-24%	?	8%	18µM*	-5%	?	?	-66*
C=CCN(CC=C)C(=S)NC(=O)Cc1cccc2ccccc12	-6%	27%	?	0%	0%	0%[57.1 µM]	-29%	-24%	34
N=C1/C(=C\c2ccc(OC(=O)c3ccco3)cc2)C(=O)N=C2SC(N3CCCCC3)=NN12	0%	-6%	-2%	-6%	-1%	-21%	20%	-9%	5
O=C(c1ccccc1)c1sc(Nc2ccc3c(c2)OCO3)nc1-c1ccccc1	?	?	?	nt	nt	-11%	?	?	nt
CCCCN1CC(C(=O)NC2CCCCC2)CC1=O (stereo unspecified)	15%	0%	12%	1%	1%	-8%	6%	0%	-2
COc1cc(NC(=O)CCc2nnc3ccc(N4CCOCC4)nn23)cc(OC)c1OC	13%	3%	6%	-2%	4%	-2%	24%	27%	0
CC1=C(C(=O)N(C(C)C)C(C)C)CC(CC(=O)NC2CCCC2)C(=O)N1Cc1ccccc1 (stereo unspecified)	11%	-1%	-2%	nt	nt	4%	-3%	-4%	1
CCOC(=O)c1cnc2nc(COc3ccccc3)[nH]n2c1=O	0%	3%	?	-1%	1%	-1%	-4%	11%	2
CCCOc1ccc(C(=O)NCCCn2ccnc2)cc1	12%	2%	11%	-4%	9%	-5%	11%	-5%	4
Cc1cccc(CSCc2ccc(C(=O)O)o2)c1	-20%	nt	-18%	?	-11%	-7%	19%	0%	-7
CC(C)Cn1c(-c2ccc(C#N)cc2)nc2c1c(=O)[nH]c(=O)n2CC(C)C	2%	0%	-10%	0%	-2%	8%	-15%	-1%	-16
CCC(C)NCCCCOc1ccc(C)cc1[N+](=O)[O-] (stereo unspecified)	6%	-9%	-15%	-5%	23%	0%	?	2%	-9
COc1ccc(N2CCN(C(CNC(=O)C(=O)NCc3ccncc3)c3ccco3)CC2)cc1 (stereo unspecified)	-2%	-15%	6%	7%	19%	0%	?	-9%	0
CC(=O)c1cccc(NC(=O)COC(=O)c2ccccn2)c1	?	22%	6%	-9%	13%	8%	?	?	-15
Cc1nc(SCc2ccccc2C)n[nH]1	14%	27%	23%	-19%	13%	-14%	17%	11%	-4
COc1nc(N)nc2c1ncn2C1OC(CO)CC1O (stereo unspecified)	3%	-9%	0%	2%	-7%	-6%	?	-5%	0
O=C(COC(=O)c1ccc(Br)o1)NCc1ccc2c(c1)OCO2	-5%	-10%	-3%	-4%	4%	-1%	-1%	1%	10
N/C(=N\OC(=O)c1ccccc1Br)c1cccc([N+](=O)[O-])c1	11%	5%	11%	-6%	18%	-2%	-13%	-7%	-1
COc1ccc(Cl)cc1NC(=O)c1c(-c2ccccc2)noc1C	-3%	-1%	-28%	11%	25%	4%	-15%	-1%	-2
CC(C)C[C@@H](C(=O)N[C@@H](C(=O)O)c1ccccc1)N1C(=O)N2CCc3c([nH]c4ccccc34)[C@@]2(C)C1=O	1%	-2%	0%	-1%	0%	0%	18%	0%	30
CN([C@@H](Cc1ccc(OS(=O)(=O)c2cccc3cnccc23)cc1)C(=O)N1CCN(c2ccccc2)CC1)S(=O)(=O)c1cccc2cnccc12	5%	-13%	-12%	?	-22%	-5%	-14%	0%	10
Cc1ccc(N2C(=O)[C@@H]3[C@H](C2=O)C2c4ccccc4C=CN2[C@@H]3C(=O)c2ccco2)c(C)c1 (stereo partly specified)	-3%	2%	-5%	?	?	-28%	7%	-8%	33

3 of the entries above in order of the SW480 rerep value, high to low.
mol	SW480 rerep	WRN inhibitor	IL1B secr inh
CC(C)Cn1c(-c2ccc(C#N)cc2)nc2c1c(=O)[nH]c(=O)n2CC(C)C	0%	8%	-16
O=C(COC(=O)c1ccc(Br)o1)NCc1ccc2c(c1)OCO2	-4%	-1%	10
N/C(=N\OC(=O)c1ccccc1Br)c1cccc([N+](=O)[O-])c1	-6%	-2%	-1
